Compound activity: PubChem BioAssay, several laboratories
GSK3A inh = blockers of GSK3A enzyme activity – biochemical, luminescence, cell-free homogeneous, HTS, primary screen | actives 0.1% (n = 320,000) | AID 2650, 2010 | Glycogen synthase kinase-3 alpha (Homo sapiens), P49840 | inhibition, % at 10 µM | GSK-3 alpha kinase, ADP-Glo luminescence, 60 min;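 in the data active means inhibition above about 50%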;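 further: GST-tagged GSK-3 alpha with peptide substrate and 25 µM ATP; 0% = DMSO neutral wells and 100% = GW8510 positive control wells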
Target sequence (P49840 whole entry, looked up): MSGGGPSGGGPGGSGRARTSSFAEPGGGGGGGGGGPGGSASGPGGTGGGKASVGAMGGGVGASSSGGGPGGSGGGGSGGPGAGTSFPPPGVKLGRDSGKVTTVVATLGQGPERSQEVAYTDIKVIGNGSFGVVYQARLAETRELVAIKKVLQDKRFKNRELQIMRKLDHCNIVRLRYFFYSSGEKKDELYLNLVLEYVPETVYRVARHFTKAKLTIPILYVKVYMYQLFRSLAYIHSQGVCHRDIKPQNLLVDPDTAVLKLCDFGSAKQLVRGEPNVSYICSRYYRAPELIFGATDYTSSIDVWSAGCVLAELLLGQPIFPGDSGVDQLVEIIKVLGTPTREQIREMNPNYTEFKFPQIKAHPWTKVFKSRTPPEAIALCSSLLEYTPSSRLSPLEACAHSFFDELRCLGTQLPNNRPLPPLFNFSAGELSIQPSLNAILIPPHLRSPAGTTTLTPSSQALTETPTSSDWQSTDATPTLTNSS
HDAC3 inhib = HDAC3 deacetylase inhibitors, primary screen, biochemical, fluorescence, cell-free homogeneous | Histone deacetylase 3 (Homo sapiens), O15379 | recombinant HDAC3, fluorogenic peptide/trypsin coupled | inhibition, % at 8.3 µM | AID 2718, 2010 | actives 0.15% (n = 320,000); in the data active means inhibition above about 26%, passing the limit was not always enough; inconclusive means no clear call, values can overlap the other calls
Target sequence (O15379 whole entry, looked up): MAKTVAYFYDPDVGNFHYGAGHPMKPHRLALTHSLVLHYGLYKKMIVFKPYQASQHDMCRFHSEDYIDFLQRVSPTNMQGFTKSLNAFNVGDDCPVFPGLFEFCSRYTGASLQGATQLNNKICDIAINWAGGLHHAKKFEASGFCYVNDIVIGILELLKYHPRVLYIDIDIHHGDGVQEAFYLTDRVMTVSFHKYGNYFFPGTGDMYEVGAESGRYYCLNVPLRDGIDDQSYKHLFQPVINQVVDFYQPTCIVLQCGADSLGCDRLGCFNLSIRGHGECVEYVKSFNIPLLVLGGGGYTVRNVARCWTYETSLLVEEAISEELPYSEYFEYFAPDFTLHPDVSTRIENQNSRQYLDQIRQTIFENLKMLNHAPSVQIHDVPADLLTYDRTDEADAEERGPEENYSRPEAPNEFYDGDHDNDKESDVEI
AI-2 QS mod = Vibrio harveyi AI-2 quorum sensing modulators, primary screen, JMH597 strain, luminescence/OD600 ratio. Vibrio harveyi JMH597 AI-2 luminescence/OD600 ratio, 9 h; active compounds read low; strain lacks LuxN and CqsS sensors; 0 = neutral-control median. activity change, % at 7.5 µM. actives 0.4% (n = 300,000); in the data active means activity change below about -75%, passing the limit was not always enough; inconclusive means no clear call, values can overlap the other calls;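 further: luminescence divided by OD600 gain over 9 h not by final OD600 alone; inactives centre near 13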
HSF1 inh = HSF1 inhibitors in luciferase reporter cells, primary screen, cell-based, NIH3T3, luminescence; NIH3T3-HGL HSE-luciferase, MG132-induced, luminescence 8 h; active compounds read low; activity change, negative = inhibition, % at 7.5 µM (by protocol); actives 0.77% (n = 300,000); AID 2098, 2009;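 active means more than half of replicate wells show activity change below -50%, luminescence cut by over half; inconclusive means some wells, but at most half, below -50%; inactive means no replicate well below -50%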;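 further: luciferase reports HSF-1 transcriptional activity via heat shock element; 0% = median of DMSO wells and -100% = zero luminescence signal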
PolyA inh = polyadenylation inhibitors in yeast reporter cells, primary screen, luminescence, S. cerevisiae; S. cerevisiae SKY197-pL101 polyadenylation reporter, beta-gal luminescence; efflux-impaired pdr1/pdr3 knockout yeast; score 100 = 6 SD above DMSO; calls only at 12 µM; actives 0.02% (n = 300,000);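 active means lowest replicate activity score at least 50, where 100 means six control SD above control mean; inconclusive means lowest score under 50 but half or more replicates reach 50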;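 further: yeast exposed to compound for 9 h at 30 °C; higher score means more reporter readthrough which indicates perturbed polyadenylation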
GSK3beta inhib = human GSK3beta kinase inhibitors, primary screen, biochemical, cell-free homogeneous, HTS; Glycogen synthase kinase-3 beta (Homo sapiens), P49841; GST-GSK3beta kinase, ADP-Glo luminescence, 60 min; active compounds read low; activity score (negative = inhibition), % at 10 µM; actives 0.038% (n = 300,000); AID 2097, 2009;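 active means more than half of replicate wells score below -50%, meaning over 50% inhibition versus plate controls; inconclusive means some replicates but at most half score below -50%; inactive means no replicate scores below -50%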;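 further: 0% = median DMSO wells and -100% = median GW8510 positive control wells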
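Test system: GST-fused GSK3beta enzyme, cell-free | Quantity: 1.6 ng GST-GSK3beta enzyme per well | Reagent: 25 µM ATP with peptide substrate | Schedule: 60 min enzyme reaction, room temperature | Signal: Luminescent ADP-Glo measurement of ADP formed | Read-out basis: Score relative to plate controls | Control set: DMSO and 20 µM GW8510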
HSF-1 act = HSF-1 activators, primary screen, NIH3T3-HGL cells, MG132 stress, luminescence, single point; actives 1.7% (n = 300,000); AID 504408, 2011; NIH3T3-HGL HSF-1 luciferase reporter, 8 h; 100% = twice DMSO control signal; activation, % at 9 µM;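 active means mean replicate activation of at least 50% with a set share of replicates each reaching 50%; inconclusive means only one of those two conditions met; inactive means mean below 50% and too few replicates reaching it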;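 further: 0% = median of the neutral control wells and 100% = twice that signal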
HSP90 refold inh = HSP90 inhibitors, primary screen, cell lysate, luminescence; Heat shock protein HSP 90 (rabbit reticulocyte lysate; luciferase refolding); inhibition, % at 5.6 µM; AID 1789, 2009; actives 0.91% (n = 290,000); Rabbit reticulocyte lysate, luciferase refolding luminescence, 3 h;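 active means inhibition above the screen-wide mean plus 3 SD, computed separately per campaign, cut at about 16% in these data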;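 further: 0% = DMSO wells and 100% = 60 µM geldanamycin wells; inhibitors lower the luminescence because luciferase stays unfolded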
DYRK1A inh = rat Dyrk1A kinase inhibitors, primary screen, biochemical, single point, plate reader; inhibition, % at 12.5 µM; ADP-Glo luminescence, NFATc1 peptide; actives 0.43% (n = 310,000); Dual specificity tyrosine-phosphorylation-regulated kinase 1A (Rattus norvegicus), Q63470; AID 504441, 2011; in the data active means inhibition above about 50%;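 further: plate controls were vehicle with enzyme for no effect and no enzyme for full effect; many of its hits are not listed in these tables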
Platelet DG rel = inhibitors of platelet dense granule secretion, primary screen, cell-based, MLPCN, human platelets. AID 1663, 2009. inhibition, %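 (compounds screened at 7.5 µM in platelet-rich plasma)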. actives 0.22% (n = 300,000). human platelet-rich plasma, SFLLRN dense granule ATP release, luminescence;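 active means mean replicate score, as percent of positive control, at or above 50; inconclusive means mean below 50 but at least one replicate at or above 50; inactive means mean and every replicate below 50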
Starred values were filed as active, the others as inactive; i = inactive; ? = inconclusive; · = not tested or not shown. These rows are one share of the data. The share of hits here may be higher or lower than overall.

SMILES	GSK3A inh	HDAC3 inhib	AI-2 QS mod	HSF1 inh	PolyA inh	GSK3beta inhib	HSF-1 act	HSP90 refold inh	DYRK1A inh	Platelet DG rel
O=C(O)/C=C/C(=O)Nc1cccc2cccnc12	-1	·	15	-1	i	5	5	1	-4	12
COCCCN(C(=O)CSCc1ccc(C)cc1)c1c(N)n(Cc2ccccc2)c(=O)[nH]c1=O	13	-1	28	4	i	3	13	·	10	-7
O=C(Cn1cnc2ccccc2c1=O)Nc1nnc(SCc2ccccc2)s1	-7	7	-41	-3	i	3	-9	-1	2	-1
O=C(Nc1ccon1)Nc1ccc(Cl)cc1Cl	0	5	16	3	i	1	-8	4	5	2
O=C(NCC(=O)N(Cc1ccco1)C(C(=O)NC1CCCC1)c1ccncc1)c1cccs1 (stereo not drawn)	2	7	3	1	i	0	-6	0	8	3
COc1ccc(CN2CCN(CCC(C)C)C(CCO)C2)cc1Cn1cccn1 (stereo not drawn)	0	1	-1	-5	i	3	16	4	0	-7
CCc1ccccc1-n1c(SCC(=O)NC)nnc1-c1cccnc1	-2	-4	37	-11	i	3	4	2	-1	0
COc1cc(NS(=O)(=O)c2cccc3nsnc23)cc(OC)c1	1	8	29	0	i	2	0	7	0	5
CCOc1ccc(S(=O)(=O)N2CCN(c3ncccn3)CC2)cc1	-1	0	18	2	i	4	10	3	1	-2
CC(=O)c1ccc(NC(=O)COC(=O)CCC(=O)c2cccs2)cc1	1	-3	27	·	i	-2	·	3	-10	-2
Cc1cccc(Nc2nnc(SCC(=O)NCc3cccs3)s2)c1C	-2	11	26	-5	i	2	22	0	-8	-13
CCOc1ccccc1OCCCC(=O)N(CC)CC(=O)Nc1c(F)cccc1F	-2	6	1	-1	i	1	-3	·	-10	7
COCCNC(=O)c1c[nH]c2ccc(S(=O)(=O)N3CCc4ccccc43)cc2c1=O	-2	0	26	5	i	2	6	-3	-3	-1
CCC(C)n1c(SCC(=O)NC(=O)Nc2ccc3c(c2)OCCO3)nc2ccccc2c1=O (stereo not drawn)	1	13	20	24	i	1	54*	2	-12	-2
CC1CC(C#N)N(N(C)C)C1=C(C#N)C#N (stereo not drawn)	-2	-5	7	-6	i	3	-26	5	0	6
COc1ccc(NC(=O)COC(=O)[C@@H]2CCCN2C(=O)c2cccs2)cc1	1	-2	17	-8	i	0	7	4	-2	-3
COc1ccc(Cc2nnc(NC(=O)c3ccc(OC)c(OC)c3)s2)cc1	-3	-7	25	-2	i	-2	-11	-2	4	6
O=C(Cn1nnc2ccccc2c1=O)Nc1cccc(S(=O)(=O)N2CCOCC2)c1	-1	-2	-52	-2	i	-1	-1	1	1	0
CCc1cc(=O)oc2cc(C)cc(OCC(=O)NCCCn3ccnc3)c12	14	-34	10	1	i	-8	-5	0	·	-1
CCOC(=O)C1CCN(c2c(NC3CCCc4ccccc43)c(=O)c2=O)CC1 (stereo not drawn)	0	1	-1	2	i	2	7	0	1	9
COCCCNCCCCSc1ccc(Cl)cc1	·	·	-1	-11	i	0	7	5	-2	0
Cc1[nH]c2ccc(-c3n[nH]c(=S)n3-c3ccc(Br)cc3)cc2c1C	1	-1	-9	-10	i	-2	-2	0	2	0
O=C(O)c1cccc(S(=O)(=O)Nc2ccc([N+](=O)[O-])cc2O)c1	-4	5	4	-5	i	8	0	-3	1	5
CC(C)NC(=O)NC(=O)COc1c(F)c(F)cc(F)c1F	-1	-6	20	-2	i	3	28	1	-13	-21
COc1ccc(C)cc1NC(=O)CCCN1C(=O)C(c2ccccc2)Oc2cccnc21 (stereo not drawn)	-2	-12	25	-1	i	-3	4	-4	·	1
COCCNC(=S)N/N=C(\C)c1cccc(OC)c1	0	5	6	-1	i	0	4	-1	0	12
Fc1ccccc1Cc1noc(CN2CCN(c3ccc(Cl)cn3)CC2)n1	-4	-1	31	-2	i	4	-1	3	·	1
NC(=O)c1nsc(C(=O)N(c2ccccc2)C(C(=O)NC2CCCC2)c2ccc3ncccc3c2)c1N (stereo not drawn)	-3	2	39	-4	i	-4	-5	0	-2	9
C=CCn1c(=O)c(C(=O)NCCN(CC)CC)c(O)c2ccccc21	-1	0	-2	·	i	-2	·	-2	4	·
COc1ccc(NC2CCCN(C(=O)Cn3ccc(C)n3)C2)cc1OC (stereo not drawn)	-2	·	16	-2	i	0	-1	1	1	0
CC(=O)OCC1=C(C(=O)O)N2C(=O)C(NC(=O)c3ccc(COc4c(C)cccc4Cl)o3)C2SC1 (stereo not drawn)	2	-7	8	4	i	-1	3	1	4	9
Cc1cccc(OCCNc2cc(N3CCN(C)CC3)ccc2[N+](=O)[O-])c1	-3	-5	19	2	i	-1	-5	-4	-15	-11
Cc1occc1C(=O)Nc1cccc(Cn2cccn2)c1	0	-4	45	-1	i	3	0	4	-8	8
Cc1nc(Cl)sc1C(=O)Nc1cc(F)cc(F)c1	5	7	3	-15	i	-4	-8	1	12	0
COc1ccc2c(c1OC)C(=O)OC2CC(=O)c1ccc(O)c(O)c1 (stereo not drawn)	0	4	-6	-7	i	7	-4	-1	-1	3
CCCCN(C)CCNC(=O)CCn1nc(-c2ccc(C)cc2)ccc1=O	-2	4	5	-9	i	-1	6	-2	·	0
Cc1cc(C)c2c(n1)nn1c(C)c(CCC(=O)NCc3ccco3)c(C)nc21	-4	-13	12	-2	i	1	20	-3	-4	23
Cc1ccc(NC2=CC(=O)CC(c3ccco3)C2)c(N)c1 (stereo not drawn)	-8	5	10	-3	i	0	-5	10	0	-3
CS(=O)(=O)c1ccc(C(=O)N2CC(=O)Nc3ccccc32)cc1	1	2	·	6	i	·	-9	2	2	-1
COC(=O)CCc1c(C)c(C(=O)c2cc(OC)c(OC)c(OC)c2)c2ccccn12	-1	9	22	0	i	-3	3	-5	3	1
Cc1ccn(CC(=O)N2N=C(C(F)F)CC2(O)C(F)F)n1 (stereo not drawn)	-2	-2	12	-4	i	1	-6	-1	-3	6
O=C(c1ccc(S(=O)(=O)c2ccccc2Cl)c([N+](=O)[O-])c1)N1CCCCCC1	-1	3	18	1	i	-5	4	2	3	10
O=C(Nc1ccc(S(=O)(=O)NCc2ccccc2)cc1)Nc1ccc2c(c1)OCO2	-1	2	39	11	i	2	11	-1	0	11
Cc1ccccc1S(=O)(=O)c1c(C)cc(C)n(C)c1=O	-4	7	26	-11	i	1	-4	2	0	-1
CC1=C(C(=O)OC(C)C)C(c2cccs2)NC(=O)N1 (stereo not drawn)	-8	-7	35	4	i	0	2	4	1	1
CCn1c(N)c(C(=O)N2CCOCC2)sc1=S	-3	-3	7	-4	i	1	19	2	-3	2
CCOc1ccc(NC(=S)NCCCc2ccccc2)cc1	-10	-3	19	-5	i	0	0	0	·	-1
CCc1ccc(N2CC(C(=O)OCC(=O)c3c(N)n(CC(C)C)c(=O)n(C)c3=O)CC2=O)cc1 (stereo not drawn)	2	0	2	-3	i	-18	-14	·	-1	?
O=C(c1ccccc1)N1CCN(c2ccc([N+](=O)[O-])c(NCc3ccco3)c2)CC1	0	11	18	6	i	0	12	-1	2	2
COc1ccc(OC)c(/C=N\NC(=O)CC(=O)NCCc2ccccc2)c1	-1	-4	38	-5	i	-1	-16	0	-1	-1
O=C(NCCCN=C1NS(=O)(=O)c2ccccc21)c1ccco1	-1	1	29	-2	i	-3	5	-3	5	-6
Cc1cc(C)nc(/N=C2\NC(=O)CC3C(=O)NCCN23)n1 (stereo not drawn)	0	0	10	9	i	-5	15	2	-3	-14
Cc1ccc(C(=O)NNc2cc(=O)n(C)c(=O)n2C)cc1C	6	3	32	0	i	1	2	-1	4	-1
[O-][n+]1onc2c1C(N1CCOCC1)CCC2N1CCOCC1 (stereo not drawn)	0	5	-5	-11	i	-1	11	-1	5	-2
CCn1c(SCC(=O)Nc2cccc(OC)c2)nc2c(c1=O)SCC2	0	-3	31	-5	i	2	-5	·	8	-13
Nc1cccc2c1C(=O)N(C(=O)/C=C/c1cccc(F)c1)C2=O	2	0	9	21	i	3	22	-1	-1	-4
COc1ccc(C(=O)NC(=S)Nc2ccc(Cl)cn2)cc1OC	1	2	16	-4	i	0	-1	-4	-3	-4
Cc1cc(C(=O)N2CCN(Cc3ccccc3)CC2)on1	0	0	28	1	i	-2	2	-1	2	-7
N#C/C(=C\c1ccc(Cl)cc1)C(=O)NC1CC1	1	0	15	2	i	0	2	·	12	-1
C/C(N)=C(/C#N)C(=O)CSc1nnc(-c2ccccc2Br)o1	-1	11	18	70	i	5	115*	-1	2	8

The list continues:
SMILES	GSK3A inh	HDAC3 inhib	AI-2 QS mod	HSF1 inh	PolyA inh	GSK3beta inhib	HSF-1 act	HSP90 refold inh	DYRK1A inh	Platelet DG rel
CCOC(=O)CC(=O)COc1nc2cc3c(nc2o1)CCCC3	4	-9	20	1	i	-1	8	-6	7	4
COCC(=O)N(Cc1nc2ccccc2c(=O)[nH]1)Cc1cccs1	-1	3	13	5	i	0	42	-1	4	5
NC(=O)NC(Cc1ccccc1)C(=O)Nc1ccc(S(N)(=O)=O)cc1 (stereo not drawn)	-3	4	38	-6	i	2	-9	2	3	-5
CN(C)c1ccc(C(C(=O)NCC2CCCO2)N(C(=O)c2snc(C(N)=O)c2N)c2ccc3c(c2)OCO3)cc1 (stereo not drawn)	-1	-1	64	6	i	2	25	3	-7	-6
Cc1ccc(NC(=O)C2CCN(S(=O)(=O)c3c(C)noc3C)CC2)cc1C	0	-10	26	2	i	1	8	-3	0	-8
COc1cccc(-n2c(-c3cccc(S(=O)(=O)N(C)C)c3)n[nH]c2=S)c1	1	6	4	9	i	-6	9	2	2	-3
COCC(C)NC(=O)CSc1ncnc2sc(-c3ccccc3)cc12 (stereo not drawn)	-1	-3	13	-2	i	2	-5	3	-1	2
COC(=O)c1ccc(CNC(=O)COC(=O)Cc2ccsc2)cc1	-3	?	-31	·	i	-2	·	-2	-1	-3
